PME-1 inh: blocks human protein phosphatase methylesterase 1. recombinant PME-1, FP-Rh probe fluorescence polarization. inhibition, % at 5.9 µM. 320,000 tested, 0.53% active;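 active = inhibition above the campaign mean of all compounds plus 3 SD, cut at about 26% in these data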;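 note: competitive labeling of PME-1 active site by serine hydrolase directed probe; 0% = PME-1 with DMSO and 100% = wells lacking PME-1 enzyme; inhibitors block probe labeling so polarization falls and inhibition rises; many of its hits are not listed in these tables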
Fam108B counter: counter-screen for RBBP9 inhibitors: inhibitors of mouse Fam108B. recombinant Fam108B, FP-Rh probe fluorescence polarization. 300,000 tested, 0.33% active. AID 1947. inhibition, % at 9.51 µM;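 active = inhibition above the screen mean inhibition plus 3 SD, computed separately per campaign, cut at about 18% in these data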;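 note: inhibitors lower polarization as less probe binds the enzyme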
MEX-5 binding: C. elegans MEX-5 TCR-2 RNA binding activity. AID 1832. activity score (negative = inhibition of binding), % at 10 µM. MEX-5/FITC-TCR2 RNA binding, fluorescence polarization; stronger effect = lower value. 300,000 tested, 0.38% active;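 active = inhibition past about -25% in most replicates, and total fluorescence under double the plate's negative control median, limit read from the data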;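 note: 0% = DMSO and -100% = 5 µM competing unlabeled TCR2 RNA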
Target sequence (Q9XUB2 whole entry, looked up): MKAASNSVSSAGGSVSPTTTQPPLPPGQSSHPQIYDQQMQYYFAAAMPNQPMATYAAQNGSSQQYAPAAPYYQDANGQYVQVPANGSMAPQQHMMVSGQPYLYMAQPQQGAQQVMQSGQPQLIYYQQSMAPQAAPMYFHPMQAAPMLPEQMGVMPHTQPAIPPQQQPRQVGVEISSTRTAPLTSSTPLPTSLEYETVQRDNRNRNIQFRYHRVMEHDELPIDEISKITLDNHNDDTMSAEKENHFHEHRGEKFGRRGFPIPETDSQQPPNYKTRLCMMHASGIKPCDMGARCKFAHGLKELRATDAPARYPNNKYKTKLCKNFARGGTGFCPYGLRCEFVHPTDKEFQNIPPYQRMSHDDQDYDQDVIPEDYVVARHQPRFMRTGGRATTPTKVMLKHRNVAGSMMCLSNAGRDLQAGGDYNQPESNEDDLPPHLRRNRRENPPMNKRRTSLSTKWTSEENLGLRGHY
VLA-4 inh: inhibition in a human VLA-4 binding assay; P13612; VLA-4 expressing cells, ligand binding flow cytometry; inhibition, % (about 7 µM as worked out from the volumes in the protocol); 330,000 tested, 0.2% active; AID 2557; in the data active = inhibition above about 50%
MCL1-BIM inh: disrupts human MCL1 binding to BIM-BH3 peptide | GST-MCL1 / FITC-Bim-BH3 fluorescence polarization | inhibition, % at 10.9 µM | 320,000 tested, 0.68% active | AID 2057;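 active = inhibition above the mean inhibition of all tested compounds plus 3 SD, set per campaign, cut at about 40% in these data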;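 note: 0% = DMSO wells and 100% = unlabeled Bim-BH3 peptide control; higher means more loss of mP so more displacement of Bim peptide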
Target sequence (Q07820 whole entry, looked up): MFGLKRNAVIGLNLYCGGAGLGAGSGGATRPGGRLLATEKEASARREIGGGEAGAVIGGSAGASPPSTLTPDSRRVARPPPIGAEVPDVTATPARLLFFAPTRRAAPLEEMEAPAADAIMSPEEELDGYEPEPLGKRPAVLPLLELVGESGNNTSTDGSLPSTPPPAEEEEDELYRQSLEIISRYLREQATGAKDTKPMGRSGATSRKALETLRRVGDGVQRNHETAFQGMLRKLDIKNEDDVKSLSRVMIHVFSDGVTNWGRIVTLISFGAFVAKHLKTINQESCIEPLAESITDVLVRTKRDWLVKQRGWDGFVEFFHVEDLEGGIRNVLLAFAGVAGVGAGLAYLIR
Efflux pump mplx: antifungal efflux pump inhibition, Nile Red retention; S. cerevisiae Candida pump triplex; 330,000 tested, 0.44% active; inhibition, % at 10 µM;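 active = plate passing quality check with inhibition over a set limit, or well fluorescence over plate mean plus 4 SD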;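 note: Nile Red retained in pooled yeast measured as flow cytometry median fluorescence; 0% = buffer negative control and 100% = Enniatin B positive control; higher means more Nile Red kept so more efflux inhibition; some compounds called inactive have numbers as strong as hits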
GLD-1 TGE inh: GLD-1-TGE RNA interaction inhibition (C. elegans); Q17339; purified GLD-1 + fluorescein TGE RNA, fluorescence polarization; inhibition, % at 5.96 µM; 320,000 tested, 0.44% active; AID 2280;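 active = percent inhibition above a per-plate cutoff, the plate mean of test compounds plus 3 SD, cut at about 30% in these data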;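 note: 0% = DMSO wells with GLD-1 and probe and 100% = wells lacking GLD-1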
Bcl-xL primary: Bcl-xL (human) inhibition; Q07817; GST-Bcl-xL / FITC-Bim BH3 peptide fluorescence polarization; inhibition, % at 10.9 µM; 320,000 tested, 0.7% active; AID 2129;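 active = inhibition above the mean of all tested compounds plus 3 SD, cutoff set per campaign, cut at about 30% in these data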;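 note: 0% = DMSO wells and 100% = unlabeled Bim-BH3 peptide competitor; inhibitors lower millipolarization by displacing the labeled peptide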
Target sequence (Q07817 whole entry, looked up): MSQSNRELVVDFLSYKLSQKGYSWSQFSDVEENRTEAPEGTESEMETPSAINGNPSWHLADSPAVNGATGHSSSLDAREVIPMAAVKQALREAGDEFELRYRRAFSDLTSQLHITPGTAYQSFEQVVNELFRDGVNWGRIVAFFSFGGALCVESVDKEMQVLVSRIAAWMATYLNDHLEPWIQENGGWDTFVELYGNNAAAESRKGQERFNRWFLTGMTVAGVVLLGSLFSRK
GRK2 aptamer HTS: inhibitors of human GRK2 displacing RNA aptamer | P25098 | bead flow cytometry, FAM-aptamer displacement from GRK2 | inhibition of aptamer binding, % at 10 µM | 330,000 tested, 0.59% active | AID 488847;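 active = inhibition of aptamer binding above 40%, roughly 3 SD of noise, on plates passing a quality check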;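 note: median bead fluorescence of bound FAM aptamer so fluorescent compounds give negative values; no value below 0 was filed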
An asterisk follows results filed as active; . = no result given. These rows are one share of the data; rates above refer to the full screens.

SMILES | PME-1 inh | Fam108B counter | MEX-5 binding | VLA-4 inh | MCL1-BIM inh | Efflux pump mplx | GLD-1 TGE inh | Bcl-xL primary | GRK2 aptamer HTS
COc1ccc(NC(=S)NC(=O)c2cncc(Br)c2)c(OC)c1 | 5 | 5 | -1.5 | 12 | 3 | -0.1 | -5 | 1 | 0
COC(=O)c1ccc(NC(=O)C2CC2)o1 | 2 | 6 | 1.5 | 6 | 4 | -0.2 | 2 | 8 | 0
CCN(C(=O)c1cccnc1)c1ccccc1 | 1 | 6 | 1.5 | -1 | 4 | -0.1 | 4 | 7 | 1
COc1ccc(-c2cc(C(=O)Nc3ccc(Cl)cc3Cl)c3ccccc3n2)cc1OC | -3 | -12 | 2.2 | 6 | -1 | 0.1 | 4 | 1 | 0
CSc1cccc(NC(=O)CSc2ccc(Cl)cc2)c1 | -5 | -8 | -3.4 | 9 | 12 | -0.2 | 1 | 11 | 0
O=C(/C=C/c1ccc(Cl)cc1)N1CCOCC1 | -4 | -2 | 3.6 | 15 | -4 | 0.1 | -6 | 0 | 3
COc1ccc(CN2CCCC(C(=O)N(C)Cc3ccccc3)C2)cc1OC (stereo unspecified) | 0 | 0 | -2.4 | 37 | -3 | -0.1 | -5 | -3 | 4
Cc1cccc(N=C2NC(=O)/C(=C/c3cccn3C)S2)c1 | 9 | -1 | -1.7 | -1 | -22 | -0.1 | -14 | -10 | 1
CCSc1nnc(NC(=O)C2CC(=O)N(Cc3ccc(C)cc3)C2)s1 (stereo unspecified) | -4 | 7 | 1.4 | -6 | -3 | -0.1 | 2 | 2 | 11
COc1ccc(S(=O)(=O)N2CCCCC2)cc1NS(=O)(=O)c1ccccc1 | . | . | . | 20 | . | 0.2 | 5 | . | 0
Cc1cccc(NC(=O)CSCC(=O)N=c2sccn2C)c1 | -5 | 2 | 0.2 | 16 | -2 | 0.1 | 3 | 4 | 0
O=C(CSc1ccccc1C(=O)N1CCN(c2ccccc2)CC1)N1CCCC1 | -3 | . | . | 1 | 4 | -0.3 | 1 | 4 | 1
C/C=C/c1ccc(OCC(O)CNCC(c2ccc(OC)cc2)N(C)C)c(OC)c1 (stereo unspecified) | 1 | 2 | -0.4 | 12 | 0 | -0.1 | 0 | 4 | 0
CCC1CCC/C1=N\NC(=O)c1cc(C)[nH]n1 (stereo unspecified) | -3 | 0 | 4.0 | 12 | 2 | 0.0 | 6 | 2 | 0
Cc1ccc(S(=O)(=O)Nc2ccc(SC(F)F)cc2)c(C)c1 | 2 | -2 | 3.4 | -13 | 3 | 0.3 | 3 | 0 | 2
CCN(C[C@H]1N[C@@](CC)(C(=O)OC)[C@H]2C(=O)N(C)C(=O)[C@@H]12)S(=O)(=O)c1ccc(C)cc1 | . | . | . | -18 | . | -0.2 | -3 | . | 0
Cc1ccc(S(=O)(=O)N(CC(=O)Nc2cccnc2)c2cccc([N+](=O)[O-])c2)cc1 | -2 | 0 | -1.2 | 9 | -4 | 0.6 | 3 | 4 | 1
O=C(OC(C(=O)NCc1cccs1)c1ccccn1)c1cccs1 (stereo unspecified) | 0 | 3 | -2.4 | -22 | 8 | 0.0 | 2 | 9 | 0
CC(C)(C)NC(=O)C(=O)NNC(=O)c1ccccc1Br | -3 | -1 | 1.4 | -1 | 5 | 0.0 | 6 | 4 | 0
C/C(=N\NC(=O)COc1ccc(C)cc1C(C)C)c1ccc(-n2ccnc2)cc1 | -6 | -1 | -1.4 | -2 | 3 | -0.3 | 3 | 1 | 3
C=CCNC(=O)c1onc(CSc2cc(C)cc(C)c2)c1C(=O)NCC=C | 1 | 6 | -2.4 | -9 | 8 | 0.0 | 1 | 7 | 3
C/C(Cn1cnc([N+](=O)[O-])n1)=N/NC(=O)COc1ccccc1Cl | 5 | 2 | 2.4 | 7 | 6 | 0.0 | -2 | -2 | 3
N#Cc1ccccc1/C=N/Nc1nc(-c2ccccc2)c2cc(Cl)ccc2n1 | -4 | -4 | 2.1 | 0 | 1 | 0.1 | 1 | 4 | 0
COc1cc(OC)cc(C(=O)OCC(=O)N(C)c2ccccc2)c1 | 2 | 1 | 0.1 | -4 | 6 | -0.1 | 4 | 0 | 0
O=[N+]([O-])c1cc(C(F)(F)F)ccc1NCCCN1CCOCC1 | 2 | 1 | -2.5 | -2 | 2 | 0.0 | -3 | -2 | 0
OCC1(CCCc2ccccc2)CCN(Cc2cc(F)ccc2F)CC1 | -1 | 3 | -0.1 | 14 | 5 | 0.0 | 1 | 4 | 0
O=S(=O)(c1ccc2c(c1)OCCO2)N1CCN(c2nc3ccccc3s2)CC1 | 2 | 3 | 1.2 | 6 | -4 | 0.0 | -1 | -4 | 1
COc1ccc(N2C(=O)CC(NC3CCCCNC3=O)C2=O)cc1 (stereo unspecified) | 0 | 2 | 2.4 | 5 | 3 | -0.1 | 5 | 5 | 0
Cn1ccnc1SCC(=O)Nc1cccc([N+](=O)[O-])c1 | 2 | 2 | -1.3 | -1 | -2 | -0.2 | 6 | -3 | 0
Cc1ccccc1CNCCCSc1ncccn1 | 1 | 2 | -3.4 | 6 | 5 | 0.0 | 3 | 4 | 0
CCn1c(=N)n(CC(O)c2ccccc2)c2ccccc21 (stereo unspecified) | -6 | -2 | 2.5 | 6 | 1 | -0.1 | 0 | 7 | 0
COc1ccc2sc(NCc3ccccc3)nc2c1 | -4 | 6 | 0.0 | 7 | -1 | 0.0 | 1 | 2 | 4
O=c1oc2ccc(Cl)cc2nc1/C=C(\O)c1cccs1 | 8 | 1 | -67* | -2 | 4 | -0.2 | 1 | 3 | 2
Cc1cccc(C)c1NC(=O)CN(C)CC(=O)Nc1ccccc1Br | 4 | 4 | -0.7 | -8 | 0 | -0.1 | 3 | 2 | 3
Cc1ccc(C)c(OCCC(=O)Nc2ccc3c(c2)OCO3)c1 | 2 | . | . | 10 | 9 | 0.0 | 9 | 8 | 1
COc1ccc(S(=O)(=O)NNC(=O)c2sccc2-n2cccc2)cc1 | 0 | 0 | 1.5 | 15 | 5 | -0.2 | 4 | 8 | 2
CCOC(=O)C(C)Sc1nnc2c3ccccc3n(C)c2n1 (stereo unspecified) | 1 | 8 | -6.7 | 1 | 6 | 0.0 | 11 | 5 | 0
O=C(Nc1c(C(=O)Nc2cccc3ccccc23)cnn1-c1ccccc1)c1ccco1 | 1 | 0 | 1.0 | -6 | 10 | -0.3 | 5 | 3 | 0
COc1cc(CNCc2cccnc2)ccc1OCc1ccccc1 | -1 | -3 | -0.6 | 4 | -1 | 0.1 | -9 | 2 | 2
O=C1CCCC/C1=C\Nc1ccccc1C(=O)O | -7 | -1 | -8.7 | 2 | 12 | 0.0 | 9 | 11 | 2
COC(=O)[C@@]12CCCN1[C@H](c1ccc(SC3CCCCC3)cc1)[C@H]1C(=O)N(C)C(=O)[C@H]12 | -6 | -3 | . | 22 | 3 | -0.1 | 1 | 6 | 0
C[C@H]1CCC[C@]2(O[C@H](CCO)C[C@H](O)[C@H]2O)O1 | -2 | 1 | -0.9 | 1 | 3 | 0.1 | 0 | 9 | 7
COc1ccc(OCC(=O)Nc2c3c(nn2C(C)(C)C)CSC3)cc1 | -6 | 4 | 2.5 | 10 | 6 | 0.1 | -1 | 8 | 0
O=c1c2ccccc2ncn1-c1ccc(Cl)cc1Cl | 5 | 0 | 2.8 | 16 | -3 | 0.0 | 3 | 5 | 2
COc1ccc(CN2CCN(CCSc3ccc(C)cc3)CC2)c(OC)c1OC | -2 | 2 | -4.6 | 18 | 9 | 0.0 | 9 | 7 | 2
CN(CCc1ccccn1)C(=O)CCC1CCCN(C(=O)c2c3c(nn2C)CCCC3)C1 (stereo unspecified) | -7 | 7 | 3.2 | -5 | 4 | -0.2 | 2 | 6 | 0
CCN(CC)S(=O)(=O)c1cccc(C(=O)NNC(=O)c2ccc3[nH]c(=O)c(=O)[nH]c3c2)c1 | -6 | 0 | -2.7 | 1 | 2 | -0.1 | 4 | 2 | 8
Cc1ccc(S(=O)(=O)/N=C/c2cc(Br)ccc2O)cc1 | -2 | 1 | 3.2 | -1 | 5 | 0.0 | 2 | 6 | 1
CCN1CCN(S(=O)(=O)c2ccc(Cl)c(C(=O)N(C)Cc3ccccc3)c2)CC1 | 3 | . | . | 2 | -9 | 0.1 | 4 | -2 | 1
CN(C)CC1CCCCC1C1(O)c2ccccc2CSc2sccc21 (stereo unspecified) | -1 | -1 | 0.6 | 7 | -1 | 0.0 | 0 | 0 | 0
Next section:
SMILES | PME-1 inh | Fam108B counter | MEX-5 binding | VLA-4 inh | MCL1-BIM inh | Efflux pump mplx | GLD-1 TGE inh | Bcl-xL primary | GRK2 aptamer HTS
CC12CCC(c3c(C(=O)O)nn(-c4ccccc4)c31)C2(C)C (stereo unspecified) | 7 | 10 | 0.3 | 15 | 2 | 0.0 | 9 | 5 | 0
Cc1nc2nc(SCC(=O)NCCCN3CCCCCC3)nn2c(C)c1Cc1ccccc1Cl | -1 | 1 | -1.7 | 2 | 5 | 0.2 | 2 | 3 | 0
O=C(C[C@H]1C/C=C\C[C@@H](Cc2ccc(F)cc2)C(=O)OC[C@H]2CCCN2C1=O)N[C@H](CO)Cc1ccccc1 | . | . | . | -9 | . | 0.3 | -3 | . | 0
CC1CCCCN1C/C=C/c1ccccc1[N+](=O)[O-] (stereo unspecified) | 1 | -2 | 0.8 | 22 | 0 | 0.1 | 1 | -2 | 0
COc1cccc(Nc2nnc(SCC(=O)N3CCOCC3)s2)c1 | 3 | -5 | 0.6 | 16 | -11 | -0.1 | 4 | -6 | 1
Cc1cnc(NS(=O)(=O)c2ccccc2)c(Br)c1 | -1 | 0 | 1.1 | 9 | -4 | -0.2 | 4 | 0 | 1
CCN(CC(=O)Nc1ccc2c(c1)OCCO2)CC(=O)Nc1ccc2c(c1)OCO2 | 5 | 1 | -1.2 | 0 | 6 | -0.1 | 0 | 3 | 1
O=C(CSc1cccc[n+]1[O-])Nc1ccc2c(c1)OCCO2 | -2 | -1 | -0.6 | 15 | 0 | 0.1 | -2 | 1 | 1
CNC(=O)CSc1ncnc2c1cnn2-c1ccccc1 | 7 | -2 | -3.1 | 32 | 2 | -0.3 | -1 | 6 | 0
COc1ccc(S(=O)(=O)NCC(=O)N(CC(=O)NCC2CCCO2)Cc2ccccc2)cc1 (stereo unspecified) | -4 | -5 | -0.7 | 21 | -10 | 0.1 | 5 | 3 | 0
COc1ccc(C(=O)CC(=O)C(=O)Nc2ccc(C)cc2Cl)cc1 | 2 | 2 | 3.2 | 11 | 3 | 0.1 | -1 | 3 | 0
Cc1ccnc(N2CCCC(C(=O)Nc3ccc(C)c(C)c3)C2)n1 (stereo unspecified) | 2 | 0 | 0.2 | 7 | -5 | 0.1 | 0 | -2 | 2
CCOC(=O)C1=C(C)NC2=C(C(=O)C(C(=O)OCC)C(c3ccc(OC)cc3)C2)C1c1ccccn1 (stereo unspecified) | -4 | -1 | 0.1 | 6 | 0 | -0.4 | 4 | 0 | 1
CC(=O)c1ccc(NC(=O)CSc2ccc(-c3ccco3)nn2)cc1 | -6 | -4 | -0.6 | 7 | 7 | -0.1 | 5 | 8 | 1
CC1=CC(=C(C#N)C#N)c2ccccc2N1C | 4 | 2 | 5.8 | -6 | -5 | -0.1 | -4 | -6 | 0
CC(=O)c1c(C)[nH]c(C(=O)COC(=O)Cc2ccccc2F)c1C | . | . | . | -8 | . | -0.2 | 1 | . | 1
